# WT yeast gro inh: growth inhibition of WT yeast, mitochondrial fusion screen. hit rate 2.1% among 190,000. mitochondrial fusion phenotypic screen, WT strain. AID 1362. inhibition, % at 10 µM; in the data active = inhibition above about 58%; tested in S. cerevisiae
# Autophagy mod: autophagy modulation, high-content screen. MEF GFP-LC3 puncta imaging; test concentration mostly 10 µM. calls only at 10 µM (by protocol). hit rate 0.98% among 190,000;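 active = percentage of spot-positive cells more than 3 SD above its plate mean, without a fluorescence outlier flag or 80% toxicity; inconclusive = no clear call, values can overlap the other calls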;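 note: spot-positive cell cutoff set from DMSO-treated cells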
# Hep lipid drop: hepatic lipid droplet formation modulation; hit rate 0.4% among 240,000; AML12 mouse hepatocytes, oleate lipid droplets, BODIPY imaging; inhibition, % at 6.5 µM;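 active = lipid droplet intensity inhibited by at least 50%, with more than 500 cells counted; inconclusive = wells with under 300 cells, treated as cytotoxic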
#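 Assay system: AML12 mouse liver cells | Compound dosing: One dose, 6.5 µM compound | Read-out basis: Droplet intensity reduction, % inhibition | Measured by: Fluorescence imaging, 20x objective, two fields per well | Schedule: Overnight treatment with compound plus oleate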
# T cell HTS: T cell immune modulation candidate | 2C CD8+ T cell-vesicle binding, flow cytometry; stronger effect = lower value | calls only at 7 µM | hit rate 0.068% among 330,000 | AID 2052;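 active = response, share of CD8 T cells binding vesicles, and their 90th percentile fluorescence all below set limits, cut at about 80% in these data, passing the limit was not always enough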
#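 Assay system: 2C TCR transgenic mouse naive CD8+ T cells, MACS-purified | Read-out: CD8+ gate FL2 mean fluorescence as % of same-row positive control | Signal: High-throughput flow cytometry with anti-B7-1 and anti-CD8 staining | Timing: Binding step 1.5 h, 37 °C, antibody labelling 20 min, ice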
# West Nile antiviral: West Nile virus antiviral activity, cell-based, CPE readout (AID 1621). West Nile virus-infected cells, CPE inhibition; higher % means a stronger effect. CPE inhibition, % at 10 µM; hits with a dose series show IC50 in µM. hit rate 0.02% among 290,000; in the data active = a potency from the dose series; inconclusive = CPE inhibition mostly from about 3.7% at the one dose, without a potency; inactive = the rest, 99 in 100 with CPE inhibition below about 2.2%; note: strong numbers were not always called active
# bCat nuc transl: beta-catenin nuclear translocation modulation | HeLa beta-catenin nuclear translocation, immunofluorescence imaging | nuclear translocation activity, % at 5 µM | hit rate 0.3% among 190,000;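 active = nuclear translocation activity above 50% at 5 µM, with a well cell count of 50 or more; inconclusive = wells under 50 cells across six images, flagged as toxic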;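 note: per-cell ratio of nuclear to cytoplasmic median beta-catenin stain intensity; plate controls were DMSO negative control for no effect and GSK-3 inhibitor IX positive control for full effect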
#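 System: HeLa cells, endogenous beta-catenin; compound dosing: 5 µM primary single dose, 0.1% DMSO, 0.02–20 µM confirmation series; incubation: 24 h compound exposure at 37°C, 5% CO2; signal: beta-catenin immunofluorescence imaging with DAPI; evaluation: % activation, nuclear-to-cytoplasmic median beta-catenin signal ratio per cell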
# Insulin prom up: MIN6 insulin promoter up-regulation | MIN6 insulin promoter-GFP reporter, high-content imaging; stronger effect = higher value | z-score at 5 µM | hit rate 0.3% among 190,000;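 active = z-score above 3 at 5 µM with at least 500 cells counted in the well; inconclusive = wells under 500 cells, flagged as cytotoxic or low count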
# MT stabilize HCS: microtubule stabilizers in HeLa cells | HeLa tubulin immunostaining HCS, 24 h; share of cells brighter than vehicle mean+2SD | % tubulin-high responders, % at 10 µM | hit rate 0.83% among 200,000;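 active = plate Z-score above 3 for both tubulin-high and condensed-nucleus cell shares, with cell loss under 80%, at 10 µM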;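 note: anti alpha tubulin signal scored within the nucleus-defined area of each cell; some results filed as inactive read as strong as hits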
# Myeloid diff MLP: promotes myeloid progenitor differentiation. ER-HoxA9 myeloid progenitors, lysozyme-GFP differentiation, flow cytometry. AID 624256. calls only at 10 µM. hit rate 1% among 360,000;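 active = normalized GFP-positive differentiation at or above the plate's own cutoff, the solvent-only control mean plus 3 SD; inconclusive = no clear call, values can overlap the other calls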;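 note: cells exposed to compound for four days before flow analysis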
# WT yeast gro inh mutant strain: second read-out of WT yeast gro inh, no call of its own (marks repeat the call); inhibition, %; mitochondrial fusion phenotypic screen, mutant strain inhibition
# Insulin prom up cell count: second read-out of Insulin prom up, no call of its own (marks repeat the call); cell count; measured here: cytotoxicity, nuclei count;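 total cells summed across four imaged fields per well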
# Hep lipid drop cells 6.5 µM: second read-out of Hep lipid drop, no call of its own (marks repeat the call); cell count; measured here: cell count, cytotoxicity flag;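 cells counted across two imaged fields per well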
# bCat nuc transl cell count 5 µM: second read-out of bCat nuc transl, no call of its own (marks repeat the call); cell count; measured here: cell count, cytotoxicity flag
# T cell HTS vesicle-bound %: further read-out of T cell HTS, marked with its call; double positive events, %; measured here: CD8+ vesicle-bound cell fraction;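 binding gate set so that unloaded-vesicle control wells show 10% double positive cells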
# MT stabilize HCS Hoechst-high %: recorded beside MT stabilize HCS, whose call it bears; % Hoechst-high responders; measured here: nuclear condensation Hoechst responders;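 share of cells brighter than vehicle mean plus two SD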
# MT stabilize HCS cytotoxicity %: further read-out of MT stabilize HCS, marked with its call; toxicity, %; measured here: cytotoxicity by cell density;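 0% = mean cell density of plate MIN control wells and 100% = no cells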
# Autophagy mod cell loss 18 h: second read-out of Autophagy mod, no call of its own (marks repeat the call); toxicity, %; measured here: cell loss, nuclei count;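 cell loss after 18 h compound exposure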
# Myeloid diff MLP GFP+ MAC1+ %: recorded beside Myeloid diff MLP, whose call it bears; GFP+ MAC1+ double positive, %; measured here: differentiation confirmed by MAC1 staining
# Numbers without * were called inactive; i = inactive; u = inconclusive; x = no result given.
SMILES,WT yeast gro inh,WT yeast gro inh mutant strain,Autophagy mod,Autophagy mod cell loss 18 h,Hep lipid drop,Hep lipid drop cells 6.5 µM,T cell HTS,T cell HTS vesicle-bound %,West Nile antiviral,bCat nuc transl,bCat nuc transl cell count 5 µM,Insulin prom up,Insulin prom up cell count,MT stabilize HCS,MT stabilize HCS Hoechst-high %,MT stabilize HCS cytotoxicity %,Myeloid diff MLP,Myeloid diff MLP GFP+ MAC1+ %
CCOC(=O)c1ccc(N=c2sc(C(=O)OC)cc(=O)n2-c2ccc(C(=O)OCC)cc2)cc1,14.3,7.4,i,-44.4,19.1,738,i,22.1,u,-0.3,586,0.18,1192,13.6,1.5,33.7,i,2.3
O=C(O/N=C1\CCCCC1c1ccc([N+](=O)[O-])cc1[N+](=O)[O-])c1c(F)cccc1F (stereo unspecified),-5.4,7.5,i,10.3,x,x,i,29.6,1.0%,x,x,x,x,1.2,1.5,4.0,i,0.6
CCOC(=O)C1C(=O)NC(SCC(N)=O)=C(C#N)C1c1ccccc1OCC (stereo unspecified),-3.5,6.9,i,-13.2,x,x,i,31.0,-0.1%,-4.7,859,0.49,1481,4.3,2.3,7.2,i,2.4
COc1cc(Cl)cc(C(c2c(C(=O)O)[nH]c3ccccc23)c2c(C(=O)O)[nH]c3ccccc23)c1O,x,x,x,x,4.9,802,i,57.8,-0.2%,x,x,x,x,x,x,x,i,1.5
COC(=O)C1=CN(CCCN2CCCC2=O)C=C(C(=O)OC)C1c1cccs1,-5.6,18.9,i,-1.1,x,x,i,12.6,0.3%,x,x,0,1492,3.3,2.1,5.2,i,1.4
Cc1ccnc(NC2OC(=O)c3ccccc32)c1 (stereo unspecified),10.6,-10.6,i,1.5,1.7,803,i,60.1,0.4%,x,x,-1.25,541,1.6,1.8,4.6,i,0.4
Cc1cccc2cc(COC(=O)COc3ccccc3)c(=O)[nH]c12,18.3,29.5,i,-0.1,x,x,i,32.3,0.1%,-4.2,817,0.65,1187,2.0,4.1,9.8,i,0.4
Cc1cccc(Cn2c(Cc3ccccc3)nc3ccccc32)c1,72.0*,51.5*,i,27.8,11.6,701,i,30.4,-1.6%,-0.6,1108,1.26,1437,2.7,1.8,2.5,i,0.0
COc1cc(NC(=O)CCN2CCN(Cc3ccccc3)CC2)cc(OC)c1,2.0,-5.1,i,0.2,4.5,627,i,40.1,-0.7%,-1.2,1032,0.4,1727,1.2,1.3,9.0,i,0.7
O=C(CCCSc1nc2ccccc2[nH]1)NCc1ccccc1,-6.3,-3.7,i,8.9,3.4,593,i,41.2,-0.9%,-1.8,1090,-0.27,1519,3.6,2.5,13.2,i,0.6
O=C(c1ccc(Cn2cc(Cl)cn2)o1)N1CCN(Cc2ccc3c(c2)OCO3)CC1,-4.3,10.5,i,2.1,x,x,i,2.4,-0.4%,0.0,1353,0.32,1261,7.0,3.0,10.6,i,0.5
COc1ccccc1NC(=O)c1ccc(NC(=O)CN2C(=O)CN(C)C2=O)cc1,-11.5,7.5,i,2.5,22.8,715,i,11.8,0.5%,-1.7,1141,-0.71,1258,1.9,1.6,4.6,i,0.6
CC1(C)CC(NC(=O)c2ccncc2)CC(C)(C)N1O,1.9,6.9,i,-1.3,-13.3,605,i,51.1,0.7%,-1.1,966,1.21,1658,3.1,2.4,8.0,i,0.6
CCOc1nc(C)cc(C)c1S(=O)(=O)c1ccc(Cl)cc1,-7.8,6.5,i,6.3,-38.4,729,i,46.2,-1.0%,-0.6,1579,-0.03,1455,7.7,1.8,7.1,i,0.6
Cc1occc1C(=O)N1CCN(Cc2ccccc2)CC1,5.6,-2.7,i,12.5,13.7,730,i,10.2,-0.3%,-2.8,1177,-0.6,841,2.0,1.2,11.4,i,1.2
CCOC(=O)c1cccc(NC(=O)/C=C/c2ccc([N+](=O)[O-])cc2)c1,-4.5,-8.4,i,0.6,-4.8,670,i,49.8,-0.5%,-0.7,968,-0.14,1214,0.8,3.9,5.9,i,0.2
NS(=O)(=O)c1ccc(CCNC(=O)c2ccc(=O)[nH]c2)cc1,x,x,x,x,11.7,781,i,37.6,0.4%,x,x,x,x,x,x,x,i,0.0
O=S(=O)(NCC1CCCO1)c1cc(Cl)ccc1Cl (stereo unspecified),-13.6,-11.0,i,-0.2,-16.9,739,i,44.0,-0.1%,x,x,0.78,863,1.3,1.7,3.2,i,1.6
COc1ccc(-n2c(C)cc(-c3cn4cccc(C)c4n3)c2C)cc1,-10.7,-4.2,i,4.5,-5.9,704,i,41.9,-0.6%,-1.2,1062,-1.22,1325,2.7,4.4,1.9,i,0.3
CCOc1ccc(NC(=S)NN2CCN(C)CC2)cc1,3.2,-15.8,i,-7.4,x,x,i,28.4,0.9%,-4.9,557,0.13,1194,2.6,4.0,8.9,i,1.1
CC1CC(C)(C)N(C(=O)CN2C(=O)CCC2=O)c2ccccc21 (stereo unspecified),x,x,x,x,6.7,758,i,11.8,-0.6%,x,x,x,x,x,x,x,i,4.3
CCCOC(=O)Oc1ccc2c(=O)c(Oc3cc(C)cc(C)c3)coc2c1,49.6,4.4,i,6.4,-13.2,603,i,54.6,-0.5%,-5.9,522,0,1223,4.3,2.4,4.2,i,0.3
N#Cc1c(NC(=O)Cn2cnc3ccccc3c2=O)oc(-c2ccccc2)c1-c1ccccc1,-8.0,3.0,i,35.0,-4.6,694,i,55.2,0.7%,x,x,0.34,1222,4.6,2.9,6.2,i,1.3
Cc1ccc(N(C(=O)Cn2nnc(-c3ccc(C)o3)n2)C(C(=O)NC2CCCC2)c2ccco2)cc1 (stereo unspecified),20.2,16.5,i,11.4,14.6,767,i,7.6,1.8%,-4.5,1192,0.37,1305,2.8,1.7,7.6,i,3.7
COc1cccc(C2=NOC(C(=O)Nc3ccc(C(C)=O)cc3)C2)c1 (stereo unspecified),-16.5,-16.0,i,0.8,-9.2,692,i,24.9,-0.3%,-1.2,1010,0.68,1825,4.1,1.8,6.5,i,5.8
COc1ccc(NC(=O)CN2CCC(NC(=O)C3CCCCC3)CC2)cc1,32.9,-1.1,i,10.9,x,x,i,42.4,-0.9%,-4.3,1015,-0.39,1139,4.4,2.0,4.8,i,0.4
CC1CCN(C(=O)Cn2cc(C(=O)c3ccco3)c3ccccc32)CC1,34.2,29.3,i,5.4,x,x,i,17.1,1.3%,0.1,1373,-0.2,1131,2.7,1.2,1.4,i,1.1
COc1cc(OC)c2ccc(=O)oc2c1C(CC(=O)N1CCCC1)c1ccc2c(c1)OCO2 (stereo unspecified),x,x,x,x,-2.4,649,i,19.2,-0.7%,-1.0,1144,x,x,x,x,x,i,2.0
Cc1cccc(C)c1N=Cc1c(C(F)(F)F)[nH][nH]c1=O,-14.9,14.9,i,10.0,-8.8,666,i,59.4,0.0%,-2.9,1079,-0.14,1211,4.2,2.8,8.0,i,0.1
CN(C)c1nc(C(=O)O)nc(N2CCOCC2)n1,x,x,x,x,21.0,677,i,21.7,-0.5%,-0.2,1359,-0.02,1168,x,x,x,i,0.4
CCN(C(=O)CSc1nnc(-c2ccccc2)o1)c1c(N)n(Cc2ccccc2)c(=O)[nH]c1=O,-0.2,-6.3,i,-2.2,2.1,716,i,63.4,0.1%,0.0,1030,x,x,2.2,3.3,11.9,i,0.5
CCC(c1nnnn1C(C)(C)C)N(Cc1ccco1)Cc1cc2cccc(C)c2[nH]c1=O (stereo unspecified),6.3,8.9,i,11.2,2.1,801,i,16.1,-0.1%,2.0,967,u,x,2.6,2.0,8.9,i,1.5
Cc1cccc2c(=O)cc(C(F)(F)F)[nH]c12,x,x,x,x,x,x,i,29.8,-0.2%,0.3,1332,-0.18,1343,x,x,x,i,0.4
COc1ccc(C(=O)Nc2ccc(CN3CCOCC3)cc2)cc1Br,x,x,x,x,3.1,803,i,58.8,-0.1%,x,x,x,x,x,x,x,i,0.5
COc1cccc2c(=O)cc(C)n(CC(=O)Nc3ccc(C)c(C)c3)c12,-1.6,-16.6,i,13.6,17.2,672,i,24.8,-0.8%,x,x,-0.61,1185,4.4,1.7,7.8,i,1.0
CCc1ccc(NC(=O)c2cc(-c3ccc(OC)cc3)on2)cc1,13.6,14.8,i,28.3,-56.6,794,i,13.9,-0.6%,x,x,1.32,849,1.5,1.7,5.8,i,7.1
CC(C)[C@H](NC(=O)[C@H](Cc1ccccc1)n1c(=O)[nH]c2ccccc2c1=O)C(=O)N1CCC[C@H]1C(=O)O,x,x,x,x,8.9,822,i,13.0,0.9%,x,x,x,x,x,x,x,i,2.8
O=C(NNS(=O)(=O)c1cc(Cl)c(Cl)cc1Cl)c1cccnc1,x,x,x,x,4.4,819,i,12.0,-0.3%,x,x,x,x,x,x,x,i,0.3
COc1cc(OC)c(OC)cc1/C=C1/C(=O)N=C(N)N1C,-2.0,7.1,i,6.6,-2.9,709,i,47.6,0.0%,-4.8,1097,0.01,1617,3.9,1.4,2.1,i,0.9
COc1ccc(/C=C(/NC(=O)c2ccccc2)C(=O)NCc2ccncc2)cc1,x,x,x,x,1.7,738,i,27.1,0.0%,x,x,x,x,x,x,x,i,0.0

# Screens from PubChem.
